mcGAS MS inh: mouse cGAS inhibition by mass spec; recombinant mouse cGAS, cGAMP by RapidFire MS; Q8C6L5; AID 1259397; 130,000 compounds, 0.18% hits; inhibition, % at 12.5 µM;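 active means inhibition of cGAS enzyme activity at or above 60%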;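 further: enzyme stimulated by 45 bp dsDNA with ATP and GTP substrates; cGAMP share of summed cGAMP plus half ATP and half GTP signals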
Target sequence (Q8C6L5 whole entry, looked up): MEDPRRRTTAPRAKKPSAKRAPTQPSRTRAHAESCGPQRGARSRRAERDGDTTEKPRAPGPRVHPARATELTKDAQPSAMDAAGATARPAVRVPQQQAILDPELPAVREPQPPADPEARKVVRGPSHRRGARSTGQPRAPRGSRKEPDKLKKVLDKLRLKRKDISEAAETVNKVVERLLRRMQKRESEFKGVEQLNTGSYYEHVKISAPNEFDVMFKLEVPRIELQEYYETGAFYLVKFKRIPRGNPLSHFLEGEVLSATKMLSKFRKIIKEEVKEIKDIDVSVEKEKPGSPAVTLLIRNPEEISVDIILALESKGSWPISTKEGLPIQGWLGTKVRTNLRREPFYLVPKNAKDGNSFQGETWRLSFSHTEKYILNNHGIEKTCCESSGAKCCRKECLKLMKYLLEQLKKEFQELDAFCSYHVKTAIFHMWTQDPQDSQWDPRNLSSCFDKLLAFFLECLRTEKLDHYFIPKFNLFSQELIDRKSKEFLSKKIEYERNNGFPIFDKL
The depositor's hits bear a star; & = joins results of further samples. An excerpt. The share of hits here may be higher or lower than overall.

SMILES	mcGAS MS inh
Cc1nnsc1CN(C)Cc1cccn1S(=O)(=O)c1ccccc1	-31
O=C(CCCN1C(=O)c2ccccc2C1=O)NC1CCCC1	-7
CC(C)c1nccc(CN(C)Cc2cc(-c3ccccc3)no2)n1	4
Cc1cc(C)cc(NC(=O)CCc2c(C)nn(-c3nc(C)cc(=O)[nH]3)c2C)c1	-3
COc1cc(CN(C)C(=O)c2cc(N3CCSCC3)nc3ccccc23)cc(OC)c1OC	-4
c1ccc(-c2ncn(Cc3csc(-c4ncccn4)n3)c2-c2ccco2)cc1	-9
CCOC(=O)N1CCN(C(c2ccc(C)cc2)c2c(O)cc(C)n(CCOC)c2=O)CC1 (stereo not given)	-9
Cc1nc(-c2ccc(Br)cc2)nc(NCCO)c1C	2
COc1ccccc1Cc1noc2cc(O)ccc12	-2
C=CCNC(=O)[C@@H]1CCCC[C@@H]1C(=O)NCC1(O)CCCCC1	-9
O=C(NCC1=CCCN(Cc2cc(F)ccc2Cl)C1)c1ccco1	9
CCn1c2c(c(=O)[nH]c1=O)C(c1ccc(O)cc1)C1C(=O)CC(C)(C)CC1=N2 (stereo not given)	-2
COc1ccccc1NC(=O)Nc1ccnn1C1CCN(C(=O)C2CCCCN2C)CC1 (stereo not given)	2
O=S(=O)(NCCN1CC=CC1)c1ccc(Cl)cc1F	-8
CC(C)(Cc1ccccc1Cl)Nc1nn2c(=O)ccnc2s1	-40&1
CCc1c(C(=O)NC(C)c2ncnn2CC)csc1C (stereo not given)	-16
CC(C)(C)c1cc(C(=O)CCN2CCOCC2)cc(C(C)(C)C)c1O	2
CCc1ccc(-c2nc3c(c(=O)[nH]2)Cc2cccc(C)c2O3)cc1	-11
CC12CC3(C)CC(C)(C1)CC(C(=O)NC1=NCCS1)(C2)C3	-16
CC(NC(=O)/C=C/c1ccc(Br)s1)C1CCCO1 (stereo not given)	6

Part of the list above, as comma-separated lines:
SMILES,mcGAS MS inh
C=CCNC(=O)[C@@H]1CCCC[C@@H]1C(=O)NCC1(O)CCCCC1,-9
O=C(NCC1=CCCN(Cc2cc(F)ccc2Cl)C1)c1ccco1,9
CCn1c2c(c(=O)[nH]c1=O)C(c1ccc(O)cc1)C1C(=O)CC(C)(C)CC1=N2 (stereo not given),-2
COc1ccccc1NC(=O)Nc1ccnn1C1CCN(C(=O)C2CCCCN2C)CC1 (stereo not given),2
O=S(=O)(NCCN1CC=CC1)c1ccc(Cl)cc1F,-8
CC(C)(Cc1ccccc1Cl)Nc1nn2c(=O)ccnc2s1,-40&1

Compounds above containing fluorine (2):
SMILES	mcGAS MS inh
O=C(NCC1=CCCN(Cc2cc(F)ccc2Cl)C1)c1ccco1	9
O=S(=O)(NCCN1CC=CC1)c1ccc(Cl)cc1F	-8

Continuation:
SMILES	mcGAS MS inh
CCOC(=O)C1(CCOC)CCN(Cc2cn[nH]c2-c2cc(C)ccc2C)CC1	2
Cc1ccc(C)c(Cn2cccc2C2=NCCO2)c1	-8
NC(=O)c1ccc(OCC(=O)NCc2ccco2)cc1	-5
O=C(CSc1nc2ncccc2c(=O)n1-c1ccccc1)NC(=O)NC1CC1	-31
Cc1ccc2oc(=N)c3c(N)nc(-c4ccc5c(c4)OCCCO5)cc3c2c1	13
COc1ccccc1C(=O)Nc1ccnn1C1CCN(Cc2cnc(SC)nc2)CC1	-7
O=S(=O)(N1CCOCC1)N1CCCC2CCCC21 (stereo not given)	-3
C#CCNC(=O)NC(C)c1ccc(C(C)C)cc1 (stereo not given)	-13
CC1(C(=O)NCC2CCCCC2)CCN1Cc1ccc(-c2ccccc2)o1 (stereo not given)	-3
Cc1cccc(C(=O)NC(C)c2ccc3c(c2)NC(=O)CO3)c1 (stereo not given)	-11
CCCCCSC1=C(C#N)C(C)(C)C(C#N)C(=O)N1 (stereo not given)	-3
N#CC(c1ccc(Br)cc1)N1CCN(C(C#N)c2ccc(Br)cc2)CC1 (stereo not given)	-8
Cc1ncsc1CCC(=O)N(C)Cc1cc(C2CC2)n[nH]1	-16
COc1cccc(OC)c1OCCOc1ccc(Br)cc1Cl	-4
CC(=O)Oc1ccccc1CN1C(=O)C(C)ON=C1c1ccccn1 (stereo not given)	-5
O=C(NCC(c1ccco1)N1CCc2ccccc21)C(=O)Nc1ccccc1[N+](=O)[O-] (stereo not given)	4
CCCC(=O)N1CCC1(C)C(=O)Nc1cccc2ccccc12 (stereo not given)	7
CC(/C=C1\N=C(c2cccc(Br)c2)OC1=O)=C\c1ccccc1	-9
Cc1ccccc1-n1ncc(C(C)NC(=O)C2=NN(C)C(=O)CC2)c1C (stereo not given)	-1
c1ccc2oc(-c3nnn(CC4CCCCO4)n3)cc2c1 (stereo not given)	8

Looked up above:
CCOC(=O)C1(CCOC)CCN(Cc2cn[nH]c2-c2cc(C)ccc2C)CC1 in mcGAS MS inh has 2
COc1cccc(OC)c1OCCOc1ccc(Br)cc1Cl in mcGAS MS inh has -4
C#CCNC(=O)NC(C)c1ccc(C(C)C)cc1 (stereo not given) in mcGAS MS inh has -13
CC(/C=C1\N=C(c2cccc(Br)c2)OC1=O)=C\c1ccccc1 in mcGAS MS inh has -9

More entries
SMILES	mcGAS MS inh
CCOC(=O)c1ccc(NC(=O)CC2CCCCN2S(=O)(=O)c2ccc(OC)cc2)cc1 (stereo not given)	-12
Cn1cccc1C(=O)NCC1(NC(=O)c2cccn2C)CCOCC1	-9
CN(C)N=Cc1ccc(P(=O)(c2ccccc2)c2ccccc2)n1C	-3
CCCS(=O)(=O)NC(=O)C1(C)CCN1C(=O)Cc1ccccc1Cl (stereo not given)	-5
Cn1c(=O)c2c(SCc3ccc(F)cc3)nc(C3CC3)nc2n(C)c1=O	6
O=c1cc(CSc2ccccn2)[nH]c(=O)[nH]1	-6
Cc1cc(C(=O)NCC(F)(F)F)no1	-8
OCCCN(Cc1cc(Cl)cc2c1OCOC2)C1CCCc2ccccc21 (stereo not given)	-4
COCCN1CCC(CN(CC2CCCO2)C(=O)C2CCOCC2)CC1 (stereo not given)	9
CC(=O)Nc1sc2c(c1C(N)=O)CCCC2	-4
CCOC(=O)C1(C)CCN1C(=O)c1ccoc1 (stereo not given)	7
Cc1cc(S(=O)(=O)N2CCC(CO)(Cc3ccc(Cl)cc3)CC2)c(C)s1	-4
O=c1ccc(-c2ccc(Br)cc2)nn1Cc1ccccc1	-12
CN1CCc2ccc(S(=O)(=O)N(C)c3cccc(C#N)c3)cc21	-2
O=C(CCCc1cccs1)N1CCc2[nH]nc(-c3ccccc3)c2C1	4
Cc1cnc(C)c(N2CCN(Cc3nc(-c4sccc4C)oc3C)CC2)n1	-11
c1nc(NC2CCCCC2)c2nc3n(c2n1)CCCCC3	-10
Oc1cccc(CN2CCN(c3cncc(Cl)n3)CC2)c1	-8
CCOc1coc(C(=O)Nc2cccc(C(C)=O)c2)cc1=O	-10
Cc1ccc(C2(O)CCN(Cc3cc4c(cc3Cl)OCO4)CC2)nc1	-26
C=C(C)Cn1c(=O)c2c(nc3n2CC(C)CN3c2ccccc2)n(C)c1=O (stereo not given)	-6
Cc1ncc(Cl)c(C(=O)NC2CCC(C)(C)c3ccccc32)n1 (stereo not given)	-7
O=C(NCC1(c2cccc(C(F)(F)F)c2)CCCC1)Nc1nncs1	-2
Cc1nc(CCNC(=O)Cc2c[nH]c3cc(F)ccc23)cs1	0
CCNc1ncc2nc(C(=O)O)c(=O)n(CC)c2n1	-8
COCCCn1c(C)cc(C(=O)Cn2nc(C)c(C)c(C#N)c2=O)c1C	-2
CC(=O)N1CCN(C(=O)Nc2ccc(C34CC5CC(CC(C5)C3)C4)cc2Cl)CC1	-6
CC(O)CN(CC(=O)N(C)C1(C#N)CCCCC1)c1ccccc1 (stereo not given)	0
CCCCn1c(=O)[nH]c2c(c1=O)CCC2	-5
O=C(CSc1nnc(-c2ccccc2)n1-c1ccccc1)N/N=C\c1cccs1	-9
COc1cccc(CN2CCC2(C)C(=O)NCCc2c[nH]c3ccccc23)c1OC (stereo not given)	-7
CCC(C)c1ccc(NC(=O)CNc2ccc(F)c(C(=O)OC)c2)cc1 (stereo not given)	4
Cc1ccc(F)cc1CNC(=O)c1cc(Cn2ccc3ccccc32)[nH]n1	-9
COc1ccc2c(CN3CCCCC3c3ccccn3)[nH]nc2c1 (stereo not given)	-14
CC(=O)OC1=C(c2c(C)cc(C)cc2C)C(=O)c2ccccc21	0
CC(=O)C(C)n1c(=O)c2c(nc3n(-c4ccc(C)c(C)c4)c(C)c(C)n23)n(C)c1=O (stereo not given)	0
COc1ccc(C(NC(=O)c2c(O)cccc2O)c2ccncc2)cc1 (stereo not given)	-44
COc1ccccc1N1CCN(C(=O)c2cccs2)CC1	-5
CC1Oc2c(C(=O)NCc3ccccc3Cn3ccnc3)cccc2C1C (stereo not given)	-8
CC(C)c1nc(CCNC(=O)C2CC2c2cccc(O)c2)cs1 (stereo not given)	-54
OC(CN1CCN(c2cc(C(F)(F)F)nc(-c3ccccn3)n2)CC1)C1CCCO1 (stereo not given)	-7
CCc1ccc(C(=O)N2CCN(c3cn[nH]c(=O)c3Cl)CC2)cc1	-9
CC1CN(C(C)C(=O)Nc2ccc(Br)cc2F)CC(C)O1 (stereo not given)	-16
CCCc1cc(C(=O)NCc2cc(C)cc3c(C)c(C)[nH]c23)no1	-8
Cc1[nH]c(=O)[nH]c1C	0
Cc1nc2sc(C)c(C)n2c(=O)c1NC(=O)c1ccc(-c2ccccc2)cc1	-6
CCCNc1ccccc1C(=O)N1CCN(C(=O)c2ccccc2)CC1	-3
CCc1cnc(CN(C)C(=O)NC2CCN(c3ccccc3)C2)s1 (stereo not given)	-9
N#Cc1ccc(S(=O)(=O)N2CCN(C(=O)c3ccc4c(c3)OCO4)CC2)cc1	-9
O=C(CSc1ncn[nH]1)NCCSc1ccc(Cl)cc1	-3
Cc1cccc(CN2CCN(Cc3cccc4cnccc34)CC2)c1	-5
COc1ccc(-c2c[n+]3c(n2-c2ccc(C)cc2)CCCCC3)cc1	4
CCN(CC)S(=O)(=O)N1CCN(Cc2cn3cc(Cl)ccc3n2)CC1	-2
CC(=NNc1nc(C)cc(C)n1)c1ccc(Cl)s1	-12
CC1CC(Sc2nnc(CN3CCCCC3)n2-c2ccc(F)cc2)C(=O)O1 (stereo not given)	7
Cc1cc(C2CCCN2S(=O)(=O)NCc2ccccc2)on1 (stereo not given)	-25
CC1(C)O[C@@H]2CC3C4CCC5=CC(=O)C=C[C@]5(C)[C@@]4(F)[C@@H](O)C[C@]3(C)[C@]2(C(=O)CO)O1 (stereo not given in full)	0
COc1cccc(OC)c1OC1CCNCC1	13
CC(=O)c1cccc(CN2CC[C@@H](N3CCN(c4ccccc4F)CC3)[C@H](O)C2)c1	-7
COc1ccc(-c2coc3cc(O)ccc3c2=O)cc1	-12&-8

Ordered by length of the SMILES (low to high): part of the list above.
SMILES	mcGAS MS inh
NC(=O)c1ccc(OCC(=O)NCc2ccco2)cc1	-5
Cc1cc(C2CCCN2S(=O)(=O)NCc2ccccc2)on1 (stereo not given)	-25
COc1ccc2c(CN3CCCCC3c3ccccn3)[nH]nc2c1 (stereo not given)	-14
Cn1cccc1C(=O)NCC1(NC(=O)c2cccn2C)CCOCC1	-9
CCOC(=O)C1(CCOC)CCN(Cc2cn[nH]c2-c2cc(C)ccc2C)CC1	2
CCOC(=O)c1ccc(NC(=O)CC2CCCCN2S(=O)(=O)c2ccc(OC)cc2)cc1 (stereo not given)	-12

The results go on:
SMILES	mcGAS MS inh
Cc1cc(C)c2sc(NC(=O)c3ccc([N+](=O)[O-])o3)nc2n1	13
C=C(C)[C@@H]1CC=C(CN2CCC(C3(Cc4cccc(F)c4)NC(=O)N(CCOC)C3=O)CC2)CC1 (stereo not given in full)	3
O=c1oc2cc(O)ccc2c2c1CCCC2	15
CC(C)(C)c1nnc(Sc2ccc3nnc(C(F)(F)F)n3n2)o1	-9
O=C(c1ccc2nc(Cc3ccccc3F)oc2c1)N1CC[C@H](O)C1	8
O=C(CC1COCCN1)N1CCN(c2nnc(C(F)(F)F)s2)CC1 (stereo not given)	-20
CC1(C)CC(NC(=S)NCc2ccc3c(c2)OCO3)CC(C)(C)N1	-4
CC(c1ccccc1)N(C)C(=O)c1cc(Cl)ccn1 (stereo not given)	2
CN=C1NS(=O)(=O)C(c2ccc(C)cc2)=C1C	-7
Cc1nn(C)c(C)c1C(C)C(=O)Nc1cc(C#N)cn1C(C)(C)C (stereo not given)	-5
CN(CC(=O)NC(C)(C#N)C1CC1)Cc1nnc(C2CC2)n1C (stereo not given)	1
Cc1noc(C)c1CNC(C)CCn1cccn1 (stereo not given)	-11
O=C1CCCC1Sc1nc(C2CC2)n(-c2ccccc2)n1 (stereo not given)	2
CC1CCCN(c2nc3c(c(=O)[nH]c(=O)n3C)n2CCCSc2ncccn2)C1 (stereo not given)	0
O=C(c1cc(F)ccc1O)C1CCNCC1	-4
COCCN(CC(N)=O)C(=O)c1ccc(Cl)cc1F	0
FN(F)C(c1ccccc1)(c1ccccc1)c1ccccc1	-2
O=C(CN1CCC(Oc2ccccn2)CC1)Nc1cccc([N+](=O)[O-])c1	-6
O=C1NCCN1c1ncc([N+](=O)[O-])s1	13
COC(=O)C1CCCN1CC(=O)N(C)C(C)c1cccs1 (stereo not given)	1
CCc1ccc(/C=N\NC(=O)CSc2nnc(-c3ccc(OC)c(OC)c3)n2-c2ccccc2)cc1	-12
Cc1cccc(-c2cccc(NC(=O)C3CCCN(C(=O)CCc4cnccn4)C3)c2)c1 (stereo not given)	-10
Cc1ccc(-n2ncc3c(=O)n(NC(=O)c4ccc5c(c4)OCO5)cnc32)cc1	-1
Cc1ccc(NC(=O)CSC(C)C(=O)NCCc2ccccn2)cc1 (stereo not given)	-1
CNc1cccc(-c2cnn(C)c2)n1	-3
CN1CCN2CCN(Cc3ccc(C#CCO)cc3)CC2C1 (stereo not given)	6
C/C(=C\c1ccco1)CN1CCCC1c1nc(C(C)C)no1 (stereo not given)	-4
COCCn1c(C)c(C)n2c3c(=O)n(Cc4cc(C)ccc4C)c(=O)n(C)c3nc12	-8
CC(C)N1CCC2(CC1)N=C(N)Nc1nc3cc4c(cc3n12)OCCCO4	-15
CCc1nc(CN(Cc2ccc(N(C)C)cc2)C2CC2)no1	3
Cc1nn(C2CCS(=O)(=O)C2)c2[nH]c(CCl)cc(=O)c12 (stereo not given)	-1&5
Cc1nnc(SCC(=O)OC2CC(C)CCC2C(C)C)[nH]c1=O (stereo not given)	50
CC(C)c1noc(C2CCCN2Cc2ncc[nH]2)n1 (stereo not given)	-8
Nc1cc(C(F)(F)F)ccc1-n1cccc1	8
Cc1n[nH]c(C)c1CCC(=O)O	-6
